Screening data as filed in PubChem.
Tb hexokinase: T. brucei hexokinase 1 inhibition | recombinant TbHK1, G6PDH-coupled NADH A340 | inhibition, % at 10 µM | 0.11% of 220,000 active;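 active = inhibition of 50% or more in the single-dose primary screen; inactive = inhibition below 50%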
FXIIa inh 1536: inhibitors of human coagulation factor XIIa; purified FXIIa, Boc-QGR-AMC fluorogenic substrate, 2 h; P00748; 0.3% of 220,000 active; inhibition, % at 5 µM; in the data active = inhibition above about 40%;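 also: 0% = enzyme with no compound and 100% = blank without enzyme; many of its hits are not listed in these tables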
Target sequence (P00748 20-372 limits assumed): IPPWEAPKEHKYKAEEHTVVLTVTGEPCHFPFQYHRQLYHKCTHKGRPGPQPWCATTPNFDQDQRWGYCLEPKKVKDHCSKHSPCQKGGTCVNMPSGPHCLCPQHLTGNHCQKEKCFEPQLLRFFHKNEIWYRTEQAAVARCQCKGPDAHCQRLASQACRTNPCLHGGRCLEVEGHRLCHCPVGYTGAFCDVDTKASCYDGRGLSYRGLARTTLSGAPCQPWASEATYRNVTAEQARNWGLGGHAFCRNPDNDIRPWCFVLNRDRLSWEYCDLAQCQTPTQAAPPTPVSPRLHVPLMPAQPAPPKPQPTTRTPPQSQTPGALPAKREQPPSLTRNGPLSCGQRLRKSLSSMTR
Target sequence (P00748 373-615 limits assumed): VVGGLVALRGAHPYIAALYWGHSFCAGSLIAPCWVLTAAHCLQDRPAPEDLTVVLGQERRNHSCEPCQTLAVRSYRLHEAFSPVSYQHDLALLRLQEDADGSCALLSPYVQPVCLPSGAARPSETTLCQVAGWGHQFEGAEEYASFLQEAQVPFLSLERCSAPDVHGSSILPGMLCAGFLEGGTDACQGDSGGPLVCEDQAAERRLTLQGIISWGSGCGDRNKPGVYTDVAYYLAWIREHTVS
PGE2 EP2 inh: inhibitors of human EP2 prostaglandin E2 receptor; P43116; C6 glioma cells expressing human EP2, cAMP TR-FRET; cells stimulated with saturating PGE2; inhibition, % at 25 µM; 0.52% of 260,000 active; AID 1422;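 active = percent inhibition above 40 after rounding to a whole number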;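 also: rat C6 glioma host cells with rolipram phosphodiesterase inhibitor present; the protocol text gives 20 µM as final concentration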
Target sequence (P43116 whole entry, looked up): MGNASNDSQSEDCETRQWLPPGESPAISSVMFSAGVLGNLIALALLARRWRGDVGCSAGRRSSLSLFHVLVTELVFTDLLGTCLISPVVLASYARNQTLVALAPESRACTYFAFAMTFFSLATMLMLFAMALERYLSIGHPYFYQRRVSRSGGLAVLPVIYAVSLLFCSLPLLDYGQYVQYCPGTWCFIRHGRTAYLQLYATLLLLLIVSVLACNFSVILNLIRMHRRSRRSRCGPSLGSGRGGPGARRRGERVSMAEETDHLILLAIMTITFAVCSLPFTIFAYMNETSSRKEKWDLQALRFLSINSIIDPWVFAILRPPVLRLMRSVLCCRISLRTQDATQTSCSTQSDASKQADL
L929 necroptosis: blocks zVAD induced death of L929 cells; 0.38% of 220,000 active; viability rescue, % at 10 µM; L929 zVAD necroptosis rescue, ATP luminescence, 24 h; with zVAD 60 µM; AID 1377;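 active = activation, scaled between plate controls, above about 75%, limit read from the data; inactive = activation under that limit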;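 also: 0% = zVAD with DMSO and 100% = DMSO alone without zVAD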
Wee1 degr inh: human Wee1 degradation inhibition, primary screen | P30291 | HeLa Luc-Wee1K328M stability, luciferase luminescence; 100% = proteasome inhibitor MG132 effect | reporter increase, % at 5 µM | 1.2% of 220,000 active | AID 1321;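 active = activation above the mean of all tested compounds plus 3 SD, set per screening run, cut at about 8.8% in these data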;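 also: cells exposed to compound for 20 h before luminescence read; 0% = DMSO alone and 100% = MG132 at 30 µM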
CHOP inh: CHOP inhibition in unfolded protein response. 3.8% of 220,000 active. AID 2732. inhibition, % at 10 µM. CHO-K1 CHOP-promoter luciferase, tunicamycin-induced, 15-18 h;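 active = compounds that reduced the stress-induced luciferase reporter signal by more than about 70% of percent inhibition, limit read from the data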;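 also: 0% = tunicamycin plus vehicle and 100% = wells without tunicamycin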
FXIa inh: inhibitors of human coagulation factor XIa | P03951 | purified FXIa, Boc-Glu-Ala-Arg-AMC fluorogenic substrate | inhibition, % at 5 µM | 0.14% of 220,000 active | AID 798;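 active = inhibition of at least 40%; inactive = inhibition below 40%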;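 also: fluorescence of freed AMC excited at 355 nm; 0% = enzyme without compound and 100% = no enzyme blank; many of its hits are not listed in these tables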
PPC-1+TRAIL kill: kills PPC-1 cancer cells in the presence of TRAIL | cell killing (% activity), % at 4 µM | AID 1443 | PPC-1 cells + TRAIL, ATPLite viability luminescence | 0.41% of 220,000 active;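 active = cell killing above 50% in the first pass at 4 µM, then a duplicate retest at 5 µM averaging 50% or more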;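 also: plate controls were cells with TRAIL plus DMSO for no effect and medium-only wells lacking cells for full effect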
TNF necrop inh: TNF-alpha cell death inhibition in Jurkat FADD-/- cells; activation (protection from cell death), % at 10 µM; 0.068% of 220,000 active; Jurkat FADD-/- TNF necroptosis rescue, ATP luminescence, 24 h; 0 = TNF only, 100 = no-TNF cells;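 active = activation, meaning protection from cell death, of at least 50% relative to plate controls; inactive = activation below 50%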;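 also: necroptosis triggered by 40 ng/mL TNF-alpha added together with compound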
* marks the source's active call; other numbers are inactive results; . = not tested or not shown; & = joins results of further samples. This is a subset; count on the stated rates, not on these rows.

canonical_smiles	Tb hexokinase	FXIIa inh 1536	PGE2 EP2 inh	L929 necroptosis	Wee1 degr inh	CHOP inh	FXIa inh	PPC-1+TRAIL kill	TNF necrop inh
NS(=O)(=O)c1ccc(NC(=S)NC(=O)/C=C/c2ccco2)cc1	-6	15	6	1.9	-2	35	1	1	0.2
CN1CCC(N(C)C(=S)NC(=O)C23CC4CC(CC(C4)C2)C3)CC1	0	4	9	0.8	-3	-23	5	26	2.3
CC(C)=CC(=O)OCC(=O)NC(=O)NC(C)(C)C	-2	3	17	71	-1	12	2	12	-0.4
Cc1csc(SCC(=O)Nc2sccc2C#N)n1	-4	1	4	1.3	0	5	0	11	0.4
Cc1ccc2nc(-c3ccc(NS(C)(=O)=O)cc3)cc(-c3ccccc3)c2c1	-15	12	7	0.5	0	78*	15	25	-6.9
CSc1ncccc1C(=O)Nc1ccc(S(=O)(=O)Nc2nccs2)cc1	4	10	11	0.7	5	14	3	-3	1.5
CC1CCCCN1C(=O)/C=C/c1ccccc1[N+](=O)[O-] (stereo not given)	-10	4	4	-1.3	0	-22	1	7	0.4
CCOc1cc(NC(=O)C2CCCCC2)c(OCC)cc1NC(=O)c1ccccn1	-1	10	9&5	18	-1	-22	0	-3	-0.7
COC(=O)[C@H](CCSC)NC(=O)Nc1cccc(Br)c1	-10	8	4	0.5	3	16	4	5	1.2
O=C(Nc1cccc(C(F)(F)F)c1)C12CC3CC(CC(C3)C1)C2	1	6	5	0.8	1	31	-3	18	-1.2
COc1ccc(OC)c(-n2nnnc2SCC(=O)NCCc2ccccc2)c1	-3	5	15	-0.7	-2	12	3	12	3.0
O=C(CC1N=C2c3ccccc3N=C(SCc3ccc(Cl)cc3)N2C1=O)NCc1ccco1 (stereo not given)	4	4	15	0.8	3	16	-4	22	-1.2
CNC(=O)COC(=O)c1ccc(Cl)c(S(N)(=O)=O)c1	-4	26	13	-0.1	0	3	21	19	-0.5
COc1ccc(C(=O)Nc2c(N)nc(SCC(=O)N3CCC(C)CC3)[nH]c2=O)cc1OC	-10	-1	13	0.4	2	-1	-10	17	-0.3
OCCC#Cc1ccc(CN2CCN(Cc3ccsc3)C(CCO)C2)cc1 (stereo not given)	3	9	14	0.8	-2	0	0	1	1.3
Cc1nc2ccccc2c(-c2ccccc2)c1C(=O)c1ccccc1	2	25	4	-0.1	0	23	20	24	0.3
COC(=O)C1CC(=O)N(c2ccc(C)cc2)C1 (stereo not given)	1	5	8	2.4	-2	5	1	-11	1.5
O=C(/C=C/c1ccc[nH]1)c1ccc(F)cc1	-16	3	4	1.1	1	-29	-2	19	0.0
O=C(Cn1cnc2c(nnn2Cc2ccc(F)cc2)c1=O)N1CCCCC1	30	9	.	-0.4	-4	1	-5	11	-0.4
CCOc1ccccc1Nc1nc(N)nc(CSc2nncn2C)n1	2	-12	8	0.3	2	-13	-3	7	-0.6
CCCNC(=O)CN1C(=O)NC(Cc2c[nH]c3ccccc23)C1=O (stereo not given)	-3	8	4	-0.3	2	2	0	-24	0.1
O=S(=O)(c1cccs1)n1nnc2ccccc21	-1	11	18	0.2	1	-24	3	0	0.4
COc1ccc(CN2CCNC(=O)C2CC(=O)N(C)Cc2ccon2)c(OC)c1 (stereo not given)	-2	12	13	14	-1	2	-2	14	-0.8
CC(=O)c1ccc(NC(=O)Nc2ccncc2)cc1	-2	8	6	1.5	0	-12	-1	-1	-4.2
Cc1ccc(-c2nc(NCCN3CCOCC3)c3ccccc3n2)cc1	-9	18	8	0.3	-1	-22	1	21	-6.6
O=C(COC(=O)CCCNC(=O)c1ccc(Cl)cc1)Nc1cc(Cl)c(Cl)cc1Cl	2	15	8	-0.4	0	-13	26	26	-0.3
CCc1nnc(N/N=C/c2cccs2)n1N	-40	8	21	1.1	-1	-5	-1	17	0.0
O=C(c1cccc([N+](=O)[O-])c1)c1ccccn1	-10	2	-1	0.3	-2	9	3	-9	1.3
CCn1c2ccccc2c2cc(NC(=O)C(=O)N3CCOCC3)ccc21	-5	7	10	63	0	11	4	4	0.3
CCOc1cc(C2C(C(=O)N3CCOCC3)=C(C)NC3=C2C(=O)CCC3)ccc1O (stereo not given)	-9	7	3	0.2	2	5	0	3	1.4
CCc1nnc(NC(=O)C2Cc3ccccc3CN2S(=O)(=O)c2cccs2)s1 (stereo not given)	-2	-5	12	0.0	1	7	-17	21	3.3
CCOc1ccc(NC(=O)c2ccc(NC(=S)NC3CCCCC3)cc2)cc1	1	27	5	0.6	0	55	36	9	-1.6
Brc1ccc(-c2nnc3sc(CNCc4ccc5c(c4)OCO5)cn23)cc1	0	14	14	2.1	0	36	5	15	2.8
CCCc1nn(C)c2c(=O)[nH]c(-c3ccccc3OCC)nc12	0	4	3	0.6	-2	22	2	29	1.7
Cn1ncc(Cl)c1C(=O)N/N=C/c1cc2c(cc1[N+](=O)[O-])OCO2	-4	10	11	4.1	-5	14	-1	5	-0.7
CCOc1ccc(CCNC(=O)C2CCN(c3nn4c(=O)cc(C)nc4s3)CC2)cc1	-4	10	10	0.1	7	15	3	21	-2.4

No new results follow: entries from further up.
canonical_smiles	Tb hexokinase	FXIIa inh 1536	PGE2 EP2 inh	L929 necroptosis	Wee1 degr inh	CHOP inh	FXIa inh	PPC-1+TRAIL kill	TNF necrop inh
CC(=O)c1ccc(NC(=O)Nc2ccncc2)cc1	-2	8	6	1.5	0	-12	-1	-1	-4.2
Cc1ccc(-c2nc(NCCN3CCOCC3)c3ccccc3n2)cc1	-9	18	8	0.3	-1	-22	1	21	-6.6

New compounds follow:
canonical_smiles	Tb hexokinase	FXIIa inh 1536	PGE2 EP2 inh	L929 necroptosis	Wee1 degr inh	CHOP inh	FXIa inh	PPC-1+TRAIL kill	TNF necrop inh
CC1(C)CC(=O)CC(C)(C)N1OC(=O)c1ccccn1	2	-4	18	-0.5	0	7	-3	6	-2.6
O=C(Cn1cnc2ccccc2c1=O)c1cccs1	-6	9	14	-0.1	-1	28	-2	10	16
O=c1[nH]c(CSc2nc3ccccc3s2)nc2ccccc12	-11	-2	3	-0.3	9.0*	-13	-4	-8	2.9
O=C(COc1c(F)c(F)c(C(F)(F)F)c(F)c1F)Nc1ccc(N2CCOCC2)c(Cl)c1	6	12	.	-0.3	-1	85*	-2	17	-0.7
COc1ccccc1C1CCN(Cc2c(C)[nH]c3ccccc23)CC1	13	7	19	76*	-1	2	1	32	-1.5
Cc1ccnc(NC(=O)COc2c(C)cc(C)cc2[N+](=O)[O-])c1	1	14	12	0.5	3	5	3	10	0.5
COC(=O)CCC(=O)NNC(=O)c1ccc(Br)cc1	-1	20	11	0.1	-2	0	3	7	-0.9
O=c1[nH]cc(O)c(=O)[nH]1	5	13	20	-0.9	1	-1	3	10	-1.4
Cc1onc(-c2ccccc2Cl)c1C(=O)Nc1ccc(Cl)cn1	-12	6	13	0.5	0	3	1	-10	2.6
O=C(NCc1cccnc1)c1cnn2ccccc12	-4	12	8	0.8	2	9	2	6	1.2
COc1ccc(-c2nc(CN3CCCCC3c3nccn3C)c(C)o2)c(C)c1C (stereo not given)	8	4	7	-2.0	-3	-2	-5	-1	1.8
Cn1c(=NC(=O)CSCC(=O)N2CCCC2)sc2ccccc21	-9	2	13	0.2	-2	22	-4	-5	-1.0
Cc1nc(SCC(=O)N2CCN(C(=O)c3ccco3)CC2)c2c(C)c(C)sc2n1	-2	12	3	0.5	-1	-12	2	4	-2.2
COc1ccc(C(=O)NCC(=O)OCC(=O)N(C)c2ccccc2)cc1	0	13	7	0.1	-3	7	0	6	2.3
CC(=O)OC1CC(C)(C)N(OC(=O)c2ccc(N)cc2)C(C)(C)C1	2	10	6	0.2	0	7	2	14	-1.4
COc1cc(S(=O)(=O)N(CCc2ccccc2)Cc2cccs2)ccc1-n1cnnn1	-3	11	8	-0.7	-2	-36	6	3	-0.5
CCN(c1ccccc1)c1nc(=O)c2cccnc2s1	-2	15	9&10	2.1	2	-4	19	13	7.9
O=C(NCCCN1CCCC1)[C@H](CSCc1ccccc1)N1Cc2ccccc2C1=O	-2	16	12	-0.8	-3	1	-1	7	1.7
O=C(/C=C/c1ccco1)Oc1cccc2cccnc12	-28	7	13	-1.0	2	-24	3	1	-21
Cc1c(C=O)c2ccccn2c1C(=O)c1ccccc1	-45	17	17	0.0	0	72*	8	-13	-1.3
O=S1(=O)CCC(N=Cc2cc(Br)ccc2O)C1 (stereo not given)	2	9	12	-0.2	0	5	-6	5	-0.8
CCOc1ccccc1NC(=O)COC(=O)/C=C/c1ccc(OC)c(OC)c1	-12	6	6	10	0	-4	-1	22	0.1
S=C(NCC1CCCO1)Nc1ccc(Cl)c(Cl)c1 (stereo not given)	-3	10	8	0.0	7	6	3	28	0.1
O=C(N/N=C/c1ccc2ccccc2c1)c1ccc(COc2ccc3c(c2)CCC3)o1	3	15	10	1.0	-3	33	2	3	1.4
CCc1cccc(CC)c1NC(=O)COC(=O)c1ccc(F)c(S(=O)(=O)N(CC)CC)c1	-5	-6	0	1.1	-1	8	-3	23	1.7
CCO[C@H]1OC(C(=O)O)=C[C@@H](c2csc3ccccc23)[C@@H]1CCCO	-7	14	13	-0.3	-2	-1	2	2	0.6
O=C(CCS(=O)(=O)c1cccs1)Nc1ccc(C(=O)NCc2ccc(F)cc2)cc1	0	3	6	0.3	-3	26	-12	19	-0.9
Cn1c(CNC2CCCCC2)c(C#N)c2ccccc21	-2	9	7	0.2	0	44	-3	11	1.5
Cn1c(SCC(=O)NCCc2ccc(S(N)(=O)=O)cc2)nc2ccccc2c1=O	4	5	13	2.7	1	-2	-2	21	0.5
COc1ccc(C(=O)c2coc3ccc(O)c(CN(C)C)c23)cc1	0	10	13	0.9	-2	6	3	-12	2.5
Cc1cc(NC(=O)CSc2nc3cc(Cl)ccc3c(=O)n2CC(C)C)no1	0	10	6	5.5	0	1	-2	-18	0.1
COc1ccc(OC)c(NC(=O)CSc2nc3c(c(=O)n(C)c(=O)n3C)n2C)c1	19	4	3&13	0.8	1	-12	-3	21	0.6
CCOC(=O)c1sc2nc(C(C)C)c3c(c2c1N)CC(C)(C)OC3	0	5	-5	-0.2	0	70*	5	14	0.3
Nc1ncccc1OCc1ccc(Cl)c(Cl)c1	-8	3	4	0.2	2	15	-5	-10	1.1
CCOC(=O)CSc1nnc(-c2ccc(OC)cc2)n1CC	4	26	12	-0.1	-4	7	19	19	-4.5
COc1cc(/C=N/NC(=O)c2ccc(CSc3nncn3C)cc2)cc(OC)c1O	-40	10	6	8.2	11*	-1	2	27	-0.2
O=C(Nc1ccc(N2CCN(Cc3ccccc3)CC2)cc1)c1cccnc1	-10	-7	5&12	-0.6	-1	-16	-7	-3	-0.9
COc1ccccc1C(=O)N/N=C1/NC(=O)CC(C(=O)Nc2ccccc2)S1 (stereo not given)	3	11	2	0.5	-2	6	2	2	2.4
S=C(Nc1cccc(Cl)c1Cl)N1CCC2(CC1)OCCO2	5	19	-1	0.6	0	17	24	-4	-0.3
CCC(=O)NC(=S)Nc1ccccc1OC	-2	12	15	-0.1	2	24	-3	7	-2.0
COc1cc2c(=O)n(Cc3ccccc3)c(=O)n(CC(=O)C(C)(C)C)c2cc1OC	-24	3	9	0.0	-1	-5	2	-6	7.9
CNC(=O)NC(=O)COc1c(F)c(F)cc(F)c1F	2	2	7	3.5	0	2	-6	-14	1.0
CCn1c2ccc(C)cc2c2nnc(NN)nc21	-14	-1	1	1.5	6	33	-5	10	0.8
